Rv3671c protease – Rv3671c (M. tuberculosis) protease inhibition. P9WHR9. inhibition, % at 5.96 µM. 320,000 compounds, 0.048% hits. AID 2606; in the data active means inhibition above about 38%;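 further: extracellular domain of Rv3671c used as enzyme; 0% = enzyme with DMSO and 100% = no enzyme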
Target sequence (P9WHR9 whole entry, looked up, the tested form may be a part): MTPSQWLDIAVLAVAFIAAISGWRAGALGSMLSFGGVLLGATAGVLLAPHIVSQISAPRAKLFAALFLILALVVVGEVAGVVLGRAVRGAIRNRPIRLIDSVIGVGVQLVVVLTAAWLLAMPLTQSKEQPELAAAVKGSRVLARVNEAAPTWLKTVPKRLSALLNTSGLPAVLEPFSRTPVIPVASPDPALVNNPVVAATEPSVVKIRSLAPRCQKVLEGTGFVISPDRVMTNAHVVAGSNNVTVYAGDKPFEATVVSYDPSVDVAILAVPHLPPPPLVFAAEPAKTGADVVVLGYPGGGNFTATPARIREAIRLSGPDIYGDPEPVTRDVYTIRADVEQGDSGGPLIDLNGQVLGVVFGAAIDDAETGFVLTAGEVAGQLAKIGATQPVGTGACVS
Vc quorum ag – quorum light induction in luxS cqsA deficient V. cholerae | V. cholerae BH1578 lux reporter, luminescence, 6 h | activation, % at 18.7 µM | 350,000 compounds, 0.16% hits | AID 588436; in the data active means activation mostly above about 9.7%, no sharp cut-off; inconclusive means no clear call, values can overlap the other calls; inactive means mostly below about 3.7%; further: not every result past the cut was called active; inactives centre near 0; reference of the scale not given here
Anthrax LF prot – blocks Bacillus anthracis lethal factor protease; multiplex microsphere protease cleavage assay, LF; inhibition, % at 10 µM; 360,000 compounds, 0.12% hits; P15917; AID 588501; in the data active means inhibition above about 30%; inconclusive means no clear call, values can overlap the other calls; further: plate controls were buffer without enzyme for full effect and enzyme alone for no effect
SSB-PriA inh – K. pneumoniae PriA-SSBct interaction inhibition; AlphaScreen SSBct-PriA binding, biotinylated peptide; inhibition, % at 33 µM; 430,000 compounds, 0.6% hits; in the data active means inhibition mostly above about 37%, no sharp cut-off; inactive means mostly below about 20%;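 further: plate controls were negative control peptide for no effect and reference peptide for full effect; strong numbers were not always called active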
PfHsp40 yeast – restores yeast growth despite PfHsp40 toxicity; S. cerevisiae expressing PfHsp40, growth rescue, ATP luminescence; growth rescue, % at 12.5 µM; 340,000 compounds, 0.68% hits; AID 504582; in the data active means growth rescue above about 28%, passing the limit was not always enough; inconclusive means no clear call, values can overlap the other calls;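 further: yeast W303a lacking pdr1 and pdr3 grown in galactose medium; growth measured after three days at 30 °C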
DUSP3 inh – blocks human VHR1 dual specificity phosphatase; P51452; 290,000 compounds, 0.52% hits; AID 1654; recombinant VHR phosphatase, pNPP absorbance; inhibition, % at 13.3 µM; in the data active means inhibition above about 50%; further: some compounds called inactive have numbers as strong as hits
Target sequence (P51452 whole entry, looked up): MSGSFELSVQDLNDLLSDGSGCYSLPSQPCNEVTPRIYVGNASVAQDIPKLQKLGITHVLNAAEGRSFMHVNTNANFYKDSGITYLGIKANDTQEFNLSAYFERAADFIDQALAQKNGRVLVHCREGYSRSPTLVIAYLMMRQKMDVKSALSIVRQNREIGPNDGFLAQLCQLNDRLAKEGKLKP
MazEF act – MazEF (E. coli) toxin RNase activation; P0AE70; 350,000 compounds, 0.32% hits; activation, % at 20 µM; FAM/BHQ RNA-DNA oligo cleavage fluorescence, 5 h; in the data active means activation above about 50%
Target sequence (P0AE70 whole entry, looked up): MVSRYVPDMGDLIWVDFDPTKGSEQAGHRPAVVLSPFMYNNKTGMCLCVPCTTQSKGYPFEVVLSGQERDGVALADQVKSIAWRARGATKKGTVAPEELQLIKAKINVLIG
Y pestis TopoI – Y. pestis Topo-I inhibition via cleavage products. 360,000 compounds, 0.064% hits. activity, % at 10 µM. AID 504884. Y. pestis Topo-I cleavage product accumulation, plate reader; in the data active means activity above about 50%, passing the limit was not always enough; inconclusive means no clear call, values can overlap the other calls; further: inactives centre near 2
3CLpro inhibitor – SARS-CoV 3CLpro protease inhibition; 290,000 compounds, 0.14% hits; recombinant SARS-CoV 3CLpro, quenched FRET peptide cleavage; inhibition, % at 6 µM; AID 1706; in the data active means inhibition above about 12%
TcdB inh – blocks C. difficile toxin B glycohydrolase activity; TcdB glycohydrolase enzymatic assay, plate reader; inhibition, % at 9.99 µM; 350,000 compounds, 0.24% hits; AID 652162; in the data active means inhibition above about 10%
* marks the source's active call; other numbers are inactive results; i = inactive; ? = inconclusive; . = not tested or not shown; & = joins results of further samples. Only part of the results is shown; the hit share may differ from the screen's.

Start of the listing, in advance:
Order of values – TcdB inh | Y pestis TopoI | Rv3671c protease | DUSP3 inh | PfHsp40 yeast | Vc quorum ag | Anthrax LF prot | MazEF act | 3CLpro inhibitor | SSB-PriA inh
O=C(Cc1cc2ccccc2o1)NCc1ccc(F)cc1
 : 4.0 | -7 | -3 | 19 | 1.7 | -0.8 | -6 | 2 | -4 | -15
CCCCn1c(N)c(N(C)C(=O)c2cccc(-n3cnnn3)c2)c(=O)[nH]c1=O
 : 0.4 | 7 | 0 | . | 1.0 | -0.4 | 1 | 2 | . | 6

Main list, from the start:
Order of values – TcdB inh | Y pestis TopoI | Rv3671c protease | DUSP3 inh | PfHsp40 yeast | Vc quorum ag | Anthrax LF prot | MazEF act | 3CLpro inhibitor | SSB-PriA inh
O=C(Cc1cc2ccccc2o1)NCc1ccc(F)cc1
 : 4.0 | -7 | -3 | 19 | 1.7 | -0.8 | -6 | 2 | -4 | -15
CCCCn1c(N)c(N(C)C(=O)c2cccc(-n3cnnn3)c2)c(=O)[nH]c1=O
 : 0.4 | 7 | 0 | . | 1.0 | -0.4 | 1 | 2 | . | 6
COc1cc(OCC(=O)NC(C)C)cc2c1C(=O)O[C@@H](C)CCCC(=O)CCCCC2
 : -13 | -1 | -4 | 6 | -1.6 | i | -14 | -2 | 0 | 5
O=S(=O)(c1ccc(Cl)cc1)N1CCSC1c1ccco1 (centres undefined)
 : . | 1 | -5 | 3 | -1.0 | i | 0 | 1 | 3 | -11&-7
CC1=C(C(=O)N2CCOCC2)CC(CC(=O)NCc2cccc3ccccc23)C(=O)N1CCC1=CCCCC1 (centres undefined)
 : 9.9 | 40 | . | . | . | -0.7 | -8 | 4 | . | .
O=C(COC(=O)CN1C(=O)c2ccccc2C1=O)Nc1ncc(Cl)cc1Cl
 : . | 0 | 6 | 24 | 0.0 | -0.1 | 0 | 2 | -6 | 0
CC(C)(C)c1ccc(S(=O)(=O)NCC(=O)Nc2sc3c(c2C(N)=O)CCCC3)cc1
 : . | 27 | 2 | 24 | -1.9 | -6.2 | 0 | -3 | -2 | -3&-9
COC(=O)NNC(=O)c1ccc(C)cc1
 : . | 1 | -2 | 7 | -0.6 | 0.1 | -2 | 7 | -1 | -4
COc1ccc(Nc2ncnc3scc(-c4ccc(OC)cc4)c23)cc1
 : 0.5 | 45 | 3 | 8 | 3.5 | -0.2 | -3 | -14 | -2 | -3
COc1ccccc1N1CCN(C2CCCN(C(=O)CCc3cnccn3)C2)CC1 (centres undefined)
 : 1.6 | -1 | -6 | 81 | 1.1 | -0.4 | 3 | -25 | -12 | -10
O=C(Nc1ccccc1)c1ccc(Cn2cc(C(F)(F)F)ccc2=O)cc1
 : . | 4 | -11 | 23 | 0.1 | i | -4 | 15 | 2 | 0
C[C@]12CCC(=O)C=C1C=CC1C2CC[C@]2(C)C(=O)CCC12 (some centres undefined)
 : 5.6 | 1 | 12 | . | 0.0 | i | 2 | 0 | . | 8
Cc1ccc(NC2=NCC(=O)N2Cc2ccccc2)c(C)c1
 : . | 9 | 6 | 18 | -0.7 | i | -7 | 2 | -1 | -3
COc1cc(C2N(Cc3ccccc3)CCN2Cc2ccccc2)ccc1OC(C)=O
 : 0.2 | 1 | 3 | 26 | 2.3 | -0.8 | -5 | 0 | 2 | -5
C=CCN1C(=O)c2ccc(C(=O)OCC(=O)N(CC)C3CCS(=O)(=O)C3)cc2C1=O (centres undefined)
 : -0.7 | 3 | 9 | . | -0.6 | -0.2 | 2 | 2 | . | -3
COc1ccccc1NC(=O)C1CCN(S(=O)(=O)c2cccs2)CC1
 : 0.0 | 2 | 4 | . | -0.4 | i | -12 | 1 | . | -7
CC(C)OC(=O)C(=O)NNc1ccccc1
 : 15* | 0 | -9 | -22 | 1.5 | i | -1 | -3 | -8 | 3
COc1ccc(C=Nc2cccc3ncccc23)cc1
 : 0.3 | 0 | -2 | 10 | 0.2 | i | -1 | -2 | 2 | 86*
COc1cc(C2Nc3ccc4ncccc4c3C3=C2C(=O)CC(C)(C)C3)cc(OC)c1O (centres undefined)
 : . | -6 | 0 | -4 | -0.6 | -0.7 | 1 | 8 | 2 | -22
CC(C)(C)NC(=O)C(c1ccco1)N(C(=O)c1csnn1)c1ccccc1 (centres undefined)
 : . | -1 | -8 | 7 | 0.5 | -0.3 | 2 | -1 | 2 | 1
CSc1nc(N)c2c(n1)OC(N)=C(C#N)C2c1cccnc1 (centres undefined)
 : -4.8 | 0 | -2 | 2 | 0.7 | -0.1 | -1 | -1 | 1 | -5
N#C/C(=N\O)c1nc2ccccc2[nH]1
 : . | 1 | 2 | 20 | 0.8 | 0.0 | -1 | 14 | 3 | .
CCOC(=O)C1CCCN(C(=O)c2sc3nc4n(c(=O)c3c2C)CCC4)C1 (centres undefined)
 : 0.6 | 6 | 1 | . | -0.8 | -2.0 | . | 2 | . | -7
CCc1c(C)c(C#N)c2nc3ccccc3n2c1NCc1ccccn1
 : 5.0 | 16 | -1 | 36 | -1.8 | 4.1 | 2 | 2 | -2 | -10
COc1ccc(NC(=O)c2ccc(CN(c3cc(Cl)ccc3C)S(=O)(=O)c3ccccc3)cc2)cc1OC
 : . | 3 | 6 | -22 | -0.5 | i | -4 | -4 | 4 | 2
NC(=O)c1ccccc1NC(=O)c1ccoc1
 : 0.2 | 8 | 0 | 12 | 0.0 | -12 | -2 | 8 | 5 | -11
CC(Sc1nc2ncc(Cl)cc2[nH]1)C(=O)Nc1ccc(C(N)=O)cc1 (centres undefined)
 : 3.9 | -6 | -5 | . | 1.5 | i | 3 | -4 | . | -3
O=C(Nc1ccccc1N1CCOCC1)c1ccc2c(c1)OCCO2
 : 1.1 | 16 | -11 | 24 | 1.6 | i | -2 | 5 | 0 | 8
Cc1ccc(-n2c(SCC(=O)NCc3ccco3)nc3sc(C)c(C)c3c2=O)cc1
 : . | 7 | 1 | 4 | -0.6 | -1.4 | 1 | -8 | 4 | -12
COc1ccccc1/C=C1\SC(=O)N(CCC(=O)NCCCn2ccnc2)C1=O
 : 0.3 | 7 | 1 | 19 | -1.0 | -11 | -2 | -6 | 5 | 6
COc1ccc(C(CNC(=O)CNC(=O)c2ccccc2)N2CCCC2)cc1 (centres undefined)
 : 0.0 | 5 | -3 | . | -0.3 | -7.1 | -1 | 0 | . | -2
O=C(c1ccc(CSc2ccccc2)cc1)N1CCCCCC1
 : . | 15 | -3 | 27 | -0.9 | i | 0 | 8 | 4 | -26
O=C(O)c1ccc(N=NN2CCOCC2)cc1
 : . | -4 | -5 | 1 | -0.4 | 3.7 | -1 | 11 | -2 | -7
S=c1[nH]nc(-c2cc3ccccc3o2)n1Cc1ccccc1
 : . | -1 | -2 | 3 | 7.0 | i | -5 | 2 | 3 | -7
CC1CN(CCCCOc2ccc3ccccc3c2)CC(C)O1 (centres undefined)
 : 2.6 | 7 | -12 | 5 | 3.2 | -0.3 | 0 | 0 | 1 | -3
CCN(CCCCN1C(=O)c2ccccc2C1=O)c1ccc2c(c1)C(=O)N(C)C2=O
 : . | 1 | -11 | 28 | 0.2 | i | -1 | -12 | 0 | -15
Nc1nnc(SCCOc2ccccc2)s1
 : 3.7 | -4 | 3 | 6 | 0.7 | 2.5 | -4 | 2 | -4 | -16
CCOC(=O)N1CCN(CC(O)COc2ccc(C(C)C)c(C)c2)CC1 (centres undefined)
 : 0.6 | 9 | -5 | . | 0.6 | 1.4 | -6 | 0 | -8 | -2
N/C(=C\C(=O)c1cc(Cl)ccc1O)C(Cl)(Cl)Cl
 : 0.3 | 1 | 6 | 4 | -1.3 | -0.5 | -10 | 7 | -6 | 6
COc1ccc(N(CC(=O)Nc2ccccc2C)S(=O)(=O)c2c(C)[nH]c(=O)[nH]c2=O)cc1
 : 0.2 | 2 | -1 | 16 | 0.0 | -0.4 | -1 | 1 | -1 | -5
COc1ccc(-n2cc(-c3ccccc3)nc2SC)cc1
 : 1.1 | 21 | 1 | 13 | 7.1 | i | -2 | -1 | 1 | 17
CC1(CC(=O)O)SC(=O)NC1=O (centres undefined)
 : . | -1 | -10 | 31 | 0.9 | -1.0 | ? | 6 | 2 | -12
Cc1cc(C)cc(Oc2coc3cc(OC(=O)c4cccnc4)ccc3c2=O)c1
 : . | 22 | -2 | 2 | -1.0 | -0.5 | -2 | -2 | 2 | -10
O=C(/C=C/c1ccc(S(=O)(=O)N2CCOCC2)cc1)NC(CO)C(O)c1ccc([N+](=O)[O-])cc1 (centres undefined)
 : 1.3 | -5 | 0 | . | 1.0 | 1.1 | 4 | 9 | . | -10
CS(=O)(=O)N(CC(=O)N1CCN(c2ccccc2F)CC1)c1cc(C(F)(F)F)ccc1Cl
 : . | 25 | 4 | 40 | -0.7 | i | 2 | 2 | 7 | -7
O=C(N/N=C/c1cc2c(cc1Br)OCO2)c1ccccn1
 : 3.4 | 0 | 9 | 9 | . | i | -10 | 9 | 0 | i
CCCC(=O)N1CCN(C2=NS(=O)(=O)c3ccccc32)CC1
 : . | 4 | 4 | -3 | -1.2 | 3.1 | -4 | 3 | -2 | 0
Cc1ccc2c(c1)-c1cc(C)nn1C(c1sccc1C)N2 (centres undefined)
 : . | -6 | -1 | 25 | 1.2 | -0.3 | . | -1 | 1 | -59
COCCNC(=S)N/N=C(\C)c1ccc(C)c([N+](=O)[O-])c1
 : . | -3 | 4 | 8 | 1.2 | 3.4 | 0 | 9 | -3 | .
Cc1ccc(Cl)cc1NC(=O)c1cc(NC(=O)C2CCCCC2C(=O)O)ccc1N1CCOCC1 (centres undefined)
 : -0.5 | 16 | 6 | 34 | 0.5 | 3.6 | 1 | -11 | 5 | 2
COc1ccc(NS(=O)(=O)c2cccc(N/C(=N\S(=O)(=O)c3ccccc3)c3ccc(F)cc3)c2)cc1
 : 0.5 | -6 | -68 | -4 | -0.1 | -0.5 | -4 | 8 | 8 | .
O=C(NC(=S)Nc1ccc(S(=O)(=O)NC2CCCCC2)cc1)c1cccs1
 : -0.1 | 11 | -43 | 14 | ? | i | 0 | 4 | 0 | 14
Cc1ccc(S(=O)(=O)N2CCCCC2)cc1NC(=O)COC(=O)c1cccn1C
 : 0.5 | 16 | -6 | . | 0.3 | i | -3 | 3 | . | 10
Cc1ccc2c(c1)[C@H]1[C@H](CO2)[C@H](c2ccccc2)[C@]2(C)C(=O)Nc3ccc(Br)cc3C(=O)N12
 : -2.0 | -2 | -79 | . | 0.1 | -0.4 | 3 | -17 | . | 7
COc1ccc(-c2ocnc2C(=O)Nc2ccc(N3CCOCC3)cc2N2CCOCC2)cc1OC
 : 1.5 | 8 | 3 | 30 | 0.9 | i | -8 | 3 | 0 | -3
C/C(Cn1nnc2ccccc21)=N\OC(=O)c1ccccc1C
 : . | 13 | -8 | -12 | 0.8 | -0.3 | -2 | 0 | -2 | .
O=S(=O)(c1ccc(Cl)cc1)c1nc(-c2ccccc2F)oc1NCCN1CCOCC1
 : . | 8 | -3 | 23 | -1.1 | i | -2 | 2 | 0 | -4
Cc1ccc2c(c1)sc1nc(=O)n(-c3ccc(Cl)c(Cl)c3)c(=O)n12
 : . | -4 | -13 | -8 | -0.5 | i | -2 | -11 | -1 | 4
O=C(NCc1ccco1)c1cnccn1
 : . | 8 | 4 | 7 | 0.9 | -8.3 | -1 | -1 | -2 | -12
O=C1CCCc2c1sc1nc3n(c(=O)c21)CCCCC3
 : . | -2 | 7 | 33 | -2.7 | i | -1 | 3 | -1 | -5
COC(=O)c1ccc(N=C(c2ccccc2)c2c(O)n(C)c(=O)n(C)c2=O)cc1
 : -1.1 | -7 | -5 | 23 | -0.3 | i | -8 | -4 | -3 | -1
Cc1ccc(-c2n[nH]c(=S)n2/N=C/c2ccc(C)s2)cc1
 : . | 11 | -5 | 22 | -1.7 | i | -5 | -2 | 1 | .

Source: PubChem BioAssay (several laboratories)
